Luc counter: counter-screen: inhibitors of Kinase-Glo firefly luciferase; Q27757; Kinase-Glo luciferase, ATP luminescence, 8 min; Potency, µM (highest dose often 38.3 µM), without a hit: at the top dose activity change, negative = inhibition, most hits filed as inhibitors; AID 1379; actives 0.28% (n = 200,000); further: potency means the concentration at half of the fitted maximal effect; on the % scale 0 is the no-effect control and ±100 the full control effect; nearly all actives have a fitted effect of over 60% in size
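Compound is pinned into ATP-containing buffer (10 uM ATP, imidazole pH 7.2, 7 mM MgCl2). Kinase-Glo luciferase reagent is then added. Light output is recorded following an 8-min room-temperature incubation.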
CBFb RUNX1 block: blocks binding between human CBF-beta and RUNX1. Q01196+Q13951. AlphaScreen CBFb-His/RUNX1-biotin binding, biochemical. Potency, µM (doses to about 59.8 µM), without a hit: at the highest dose activity, negative = inhibition, usual class: inhibitors. 230,000 tested, under 10 active; further: % of control where 0% means no effect
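AlphaScreen proximity signal reports loss of binding between His-tagged CBF-beta and biotin-labelled RUNX1, each at 30 nM. Proteins are pre-associated for 20 minutes, compounds added for 15 minutes, then beads for 90 minutes, all at ambient temperature.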
Lamin A splicing: modulators of lamin A splicing; actives 0.01% (n = 200,000); Potency, µM (highest dose often 46.1 µM), for inactives: top-dose ratio change, negative = inhibition, hits mostly inhibitors; AID 1487; HeLa LMNA splicing GFP/RFP minigene ratio, 48 h; active means well fitted inhibition curve with a large enough effect in the signal ratio, with a control signal flat, not every such curve was filed as active; inconclusive means small, poorly fitted or top-dose-only effect, or effect the other way, or a change in a side signal; the % refers to the signal ratio; further: potency means the concentration at half of the fitted maximal effect; on the % scale 0 is the no-effect control and ±100 the full control effect
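S3 HeLa stable clones carrying a lamin A-EGFP splicing minigene plus DsRed2 were seeded at 600 cells/well in Opti-MEM with 2% FBS, pin-dosed and incubated 48 h at 37°C. Acumen cytometry (488 nm) gave the GFP/RFP total-intensity ratio.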
NPSR antag: antagonists of human neuropeptide S receptor cAMP signaling; Q6W5P4; CHO-NPSR cells, cAMP TR-FRET, antagonist mode; Potency, µM (highest dose often 38.3 µM), inactives show top-dose activity change, negative = inhibition, actives largely listed as inhibitors; actives 1% (n = 220,000); further: potency means the concentration at half of the fitted maximal effect; on the % scale 0 is the no-effect control and ±100 the full control effect; nearly all actives have a fitted effect of over 50% in size; many of its hits are not listed in these tables
aGal spleen mod: alpha-galactosidase A (human) modulation; P06280; AID 2107; actives 0.008% (n = 240,000); human spleen homogenate, 4MU-alpha-Gal fluorescence, 40 min; Potency, µM (highest dose often 80 µM), for inactives: at the top dose activity change, negative = inhibition, usual class: inhibitors;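 further: potency means the concentration at half of the fitted maximal effect; 0% = enzyme with vehicle and -100% = no enzyme basal signal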
Target sequence (P06280 32-429 limits assumed): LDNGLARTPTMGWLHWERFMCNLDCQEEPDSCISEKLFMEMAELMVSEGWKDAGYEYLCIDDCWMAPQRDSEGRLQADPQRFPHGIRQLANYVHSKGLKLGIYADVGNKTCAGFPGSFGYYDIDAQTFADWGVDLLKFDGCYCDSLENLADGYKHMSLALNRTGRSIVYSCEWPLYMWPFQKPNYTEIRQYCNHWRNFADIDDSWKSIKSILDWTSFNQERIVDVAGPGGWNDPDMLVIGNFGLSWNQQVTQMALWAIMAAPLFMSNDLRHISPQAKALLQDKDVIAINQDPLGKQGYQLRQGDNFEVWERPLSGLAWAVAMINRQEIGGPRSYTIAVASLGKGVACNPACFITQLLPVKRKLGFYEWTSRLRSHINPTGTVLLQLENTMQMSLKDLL
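qHTS titration in buffer at pH 5.0. Alpha-galactosidase activity in spleen homogenate was measured via 4-methylumbelliferone release from 1 mM fluorogenic substrate after 40 min at 37C and a pH 10 stop. AC50 came from Hill fits of control-normalized data.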
Epigenetic derep: epigenetic control regulation, reporter derepression. murine LDR cells, GFP reporter derepression, 30 h. Potency, µM (highest dose often 53.9 µM), for inactives: at the top dose GFP activation, usual class: activators. actives 0.2% (n = 280,000). AID 1865; further: potency means the concentration at half of the fitted maximal effect; % of control where 0% means no effect; nearly all actives have a fitted effect of over 60% in size
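Reporter derepression read as number of fluorescent GFP-positive objects, 20-120 um in size, counted by laser-scanning cytometer. Mouse LDR line with an epigenetically silenced CMV-GFP locus; compound incubation 30 h, 37 C.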
IMPase Li inh: IMPase inhibition in cells with lithium potentiation. actives 0.35% (n = 210,000). AID 1457. Potency, µM (highest dose often 59.4 µM), for inactives: at the top dose activity, negative = IMPase inhibition, actives largely listed as inhibitors. CHO-M1 cells, IP1 TR-FRET (IP-One), carbachol + lithium;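 further: IP1 builds up when IMPase is blocked and the TR-FRET signal falls; potency means the concentration at half of the fitted maximal effect; plate controls were basal vehicle for no effect and high inhibitor control for full effect; nearly all actives have a fitted effect of over 50% in size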
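Steps: plate 2000 CHO-M1 cells per well and culture 16–30 h; add compound and lithium; incubate 30 min, 37C; add d2-IP1 tracer and Eu cryptate anti-IP1 antibody in lysis buffer; read after 10 min at room temperature.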
* = called active by the depositor; u = inconclusive; x = not tested or not shown; & = joins results of further samples; ! = a repeat was not active; [ ] = dose if it differs, or a comment. Unless noted, the call rests on the fitted dose curve; in most records, active means well fitted curve in the direction sought with a large enough effect; inconclusive means small, poorly fitted or top-dose-only effect, or another doubt; inactive means no such curve, though single readings can be large; an effect the other way counts as inactive or inconclusive. Not all compounds are listed; count on the stated rates, not on these rows.

No.	SMILES	Luc counter	CBFb RUNX1 block	Lamin A splicing	NPSR antag
1	NC(=O)c1ccc(-c2nc(-c3ccc4c(c3)OCO4)c(-c3ccccn3)[nH]2)cc1	2.8%	-23.4%	x	x
2	CCC(Cc1c(I)cc(I)c(N)c1I)C(=O)O (configuration not stated)	-1.2%	14.0%	x	x
3	CC(=O)O[C@@]12CO[C@@H]1C[C@H](O)[C@@]1(C)C(=O)[C@H](O)C3=C(C)[C@@H](OC(=O)[C@H](O)[C@@H](NC(=O)OC(C)(C)C)c4ccccc4)C[C@](O)([C@@H](OC(=O)c4ccccc4)[C@H]21)C3(C)C	x	4.6%	x	-4.8%
4	C[C@@H]1O[C@@H](O[C@@H]2[C@@H](O)[C@H](OCCc3ccc(O)c(O)c3)O[C@H](CO[C@@H]3O[C@H](CO)[C@@H](O)[C@H](O)[C@H]3O)[C@H]2OC(=O)/C=C/c2ccc(O)c(O)c2)[C@H](O)[C@H](O)[C@H]1O	x	28.2%[21.7 µM]	x	x
5	C[C@H]1C[C@@H]2[C@H]3CCC4=CC(=O)C=C[C@@]4(C)[C@@]3(Cl)[C@@H](O)C[C@]2(C)[C@]1(OC(=O)c1ccco1)C(=O)CCl	2.2%[17.1 µM]	-1.8%[21.7 µM]	u	x
6	O=C1CCc2cc(OCCCCc3nnnn3C3CCCCC3)ccc2N1	-0.9%&-2.1%&-5.4%&1.7%	4.1%	u	u
7	CC(C)(C(=O)c1cccnc1)c1cccnc1	4.4%[17.1 µM]	-6.4%[21.7 µM]	u	x
8	CC1(C)Oc2ccc(C#N)cc2[C@@H](N2CCCC2=O)[C@@H]1O	0.2%	18.3%	u	-2.9%
9	COc1ccc(Sc2ccc(NC(=O)c3ccccc3Cl)cc2C#N)cc1	6.4%	11.3%	u	-26.1%[46.1 µM]
10	C/C=C(/C)C(=O)O[C@@H]1c2cc3c(c4c2[C@@]2(CO4)C(=O)C(OC)=C(OC)C=C2C[C@@H](C)[C@H]1C)OCO3	x	5.0%	x	15.5%
11	NC(=O)c1ccc([N+](=O)[O-])cc1Cl	-1.6%	10.6%	u	x
12	OCC(O)CN1CCN(c2ccccc2)CC1 (configuration not stated)	0.9%&-1.5%	5.1%&0.0%	-10.0%	-38.9%
13	CCN(CCCCOC(=O)c1ccc(OC)c(OC)c1)[C@@H](C)Cc1ccc(OC)cc1	-0.6%[17.1 µM]	1.6%[21.7 µM]	u	x
14	CN1CCC(=C2c3ccccc3CC(=O)c3sccc32)CC1	-0.5%	8.3%	u	u

No.	aGal spleen mod	Epigenetic derep	IMPase Li inh
1	15.4%&17.6%&10.4%	1.1%&-0.3%	2.51µM*!
2	-1.9%	-0.5%	11.1%
3	-2.9%	-2.1%	x
4	-12.4%	x	-1.5%
5	-4.3%[29.1 µM]	1.0%[16.9 µM]	26.3%
6	-2.6%&8.8%&3.4%&4.4%&-0.3%&11.4%	-1.2%&-0.2%&-0.5%&-1.2%&0.0%&1.0%	-2.4%&11.2%&4.3%&13.9%
7	-5.0%[29.1 µM]	-0.3%[16.9 µM]	-3.0%
8	-10.2%	-1.7%	17.3%
9	3.3%	0.0%	-3.2%[38.3 µM]
10	5.4%	-1.9%	x
11	-0.2%	-1.3%	-1.1%
12	-7.6%&6.8%	1.9%&0.0%	5.7%&1.7%
13	2.1%[29.1 µM]	1.4%[16.9 µM]	-1.2%
14	-3.4%	0.1%	26.1%&32.4%&38.2%&23.3%&36.9%&25.3%

Fetched by structure from the list above (four):
No.	SMILES	Luc counter	CBFb RUNX1 block	Lamin A splicing	NPSR antag
11	NC(=O)c1ccc([N+](=O)[O-])cc1Cl	-1.6%	10.6%	u	x
12	OCC(O)CN1CCN(c2ccccc2)CC1 (configuration not stated)	0.9%&-1.5%	5.1%&0.0%	-10.0%	-38.9%
3	CC(=O)O[C@@]12CO[C@@H]1C[C@H](O)[C@@]1(C)C(=O)[C@H](O)C3=C(C)[C@@H](OC(=O)[C@H](O)[C@@H](NC(=O)OC(C)(C)C)c4ccccc4)C[C@](O)([C@@H](OC(=O)c4ccccc4)[C@H]21)C3(C)C	x	4.6%	x	-4.8%
10	C/C=C(/C)C(=O)O[C@@H]1c2cc3c(c4c2[C@@]2(CO4)C(=O)C(OC)=C(OC)C=C2C[C@@H](C)[C@H]1C)OCO3	x	5.0%	x	15.5%

No.	aGal spleen mod	Epigenetic derep	IMPase Li inh
11	-0.2%	-1.3%	-1.1%
12	-7.6%&6.8%	1.9%&0.0%	5.7%&1.7%
3	-2.9%	-2.1%	x
10	5.4%	-1.9%	x
